Screening data from PubChem.
DT40 TDP1 CPT: DT40-hTDP1 cell growth loss with CPT | Potency, µM (doses to about 46.2 µM), inactives show top-dose activity change, negative = growth inhibition, hits mostly inhibitors | 420,000 compounds, 12% hits | chicken DT40 Tdp1-/-;hTDP1 cells + 20 nM CPT, ATP luminescence, 48 h | AID 686979; also: nearly all actives have a fitted effect of over 55% in size
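Cell growth measured by CellTiter-Glo luminescence after a minimum 48 h, 37 C compound exposure with 20 nM CPT in Tdp1-knockout DT40 cells stably expressing hTDP1, seeded 400/well; qHTS titration format.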
N370S GC mod: inhibits or activates N370S mutant glucocerebrosidase; 330,000 compounds, 0.092% hits; N370S GC spleen homogenate, 4MU-glucoside fluorescence; Potency, µM (series often up to 59.4 µM), for the others: at the highest dose activity change, negative = inhibition, hits mostly inhibitors; P04062; AID 2101;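 also: 0% = full enzyme activity and -100% = no enzyme basal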
FEN1 inh: inhibitors of human flap endonuclease 1; P39748; Recombinant FEN1 flap cleavage, fluorescence, 15 min; Potency, µM (doses to about 114 µM), for the others: at the highest dose activity change, negative = inhibition, hits mostly inhibitors; 390,000 compounds, 0.35% hits; AID 588795; also: nearly all actives have a fitted effect of over 65% in size
Target sequence (P39748 whole entry, looked up): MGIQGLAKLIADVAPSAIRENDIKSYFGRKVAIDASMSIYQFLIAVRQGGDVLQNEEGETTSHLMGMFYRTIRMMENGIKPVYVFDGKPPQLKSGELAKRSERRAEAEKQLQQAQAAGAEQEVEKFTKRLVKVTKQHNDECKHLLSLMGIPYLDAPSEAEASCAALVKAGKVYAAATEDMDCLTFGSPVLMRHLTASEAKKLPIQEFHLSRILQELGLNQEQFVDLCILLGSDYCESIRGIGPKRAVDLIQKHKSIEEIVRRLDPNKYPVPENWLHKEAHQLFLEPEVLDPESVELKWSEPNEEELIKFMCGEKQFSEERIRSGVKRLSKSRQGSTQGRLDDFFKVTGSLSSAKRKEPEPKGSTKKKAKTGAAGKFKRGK
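Potency values derive from four-parameter Hill fits of normalized qHTS data. The reaction used 10 nM FEN1 preincubated 15 min at room temperature with compound, then 50 nM DNA substrate, read at 0 and 15 min.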
* hit, by the source's call; u = inconclusive; x = no result given; & = joins results of further samples; [ ] = another dose, or the depositor's remark. Calls follow the shape of the dose curve; as a rule, active = well fitted curve in the direction sought with a large enough effect; inconclusive = small, poorly fitted or top-dose-only effect, or another doubt; inactive = no such curve, though single readings can be large; an effect the other way counts as inactive or inconclusive. Unless noted, % is scaled to controls: 0 for no effect and ±100 for the full control effect; potency is read from the fitted curve at half-maximal effect. An excerpt; count on the stated rates, not on these rows.

The line under a structure holds: DT40 TDP1 CPT	N370S GC mod	FEN1 inh
COc1ccc(CCN2C(=O)NC(NC(C)=O)(C(F)(F)F)C2=O)cc1OC (stereo not drawn)
    -8%	3%	12%
CC(=O)c1ccc(S(=O)(=O)NCCCC(=O)NCCc2ccccn2)cc1
    6%	-4%	-10%
O=C(N/N=C/c1ccc(O)c2ccccc12)c1cccnc1
    -14%	-6%	u
O=Cc1cn(CC(=O)Nc2ccccc2)c2ccccc12
    u	-18%	23%
O=C(NCCC1=CCCCC1)C1CCN(C(=O)Cc2ccccc2)CC1
    -8%	2%	-1%
CC(=O)Nc1nc(N)n(-c2ccccc2)n1
    9%	9%	-8%
O=C(NCc1ccc(F)cc1)C1CCC(CNc2c(N3CCCCC3)c(=O)c2=O)CC1 (stereo not drawn)
    1%	2%	5%
Cc1ccc(C(=O)Nc2cc3cc(Cl)ccc3oc2=O)cc1
    1.2µM*	x	-6%
O=C(NNC1=C(C(=O)C(F)(F)F)CCC1)c1ccccc1O
    16µM*	7%	-5%
COc1ccccc1-c1cc(C(=O)Nc2c(C)n(C)n(-c3ccccc3)c2=O)no1
    3%	-19%	-2%
Cc1ccc(Cn2ncc3c(N4CCN(C5CCCC5)CC4)ncnc32)cc1
    u	-5%	12%
Cc1nc(Oc2ccccc2)c2ccccc2n1
    -23%	1%	-4%
CCCc1cc(C(=O)Nc2cccc(Cl)c2)no1
    0%	6%	8%
O=C(CSc1ccc2ccccc2c1)NCCCN1CCCC1=O
    -1%	-3%	-1%
CCCCN(CCC#N)c1ccc(/C=C/c2ccnc3ccccc23)cc1
    10µM*	x	-10%
CC(C)COc1ccc(C(=O)N2CCC(c3nc4ccccc4s3)CC2)cc1
    -7%	x	-27%
COc1ccc(Cl)cc1NS(=O)(=O)c1cccc(C(=O)NCCCN2CCCC2=O)c1
    u	-2%	12%
CCNC(=O)c1c(NC(=O)C2COc3ccccc3O2)sc2c1CCCC2 (stereo not drawn)
    u	9%	-1%
CCOC(=O)c1c(NC(=O)c2cc(-c3ccc(Cl)cc3)on2)sc(C)c1C
    -2%	x	12%
COc1ccccc1CNC(=O)CSc1ccc(C)cc1
    u	6%	-10%
COc1ccc(NC(=O)CSc2nnc(Cc3cccn3C)n2CCc2ccccc2)cc1OC
    -28%	0%	-12%
COC(=O)C1CCN(S(=O)(=O)c2ccc(OC)cc2)CC1
    1%	6%	-13%
COc1ccc(N(C)S(=O)(=O)c2ccc3c(c2)oc(=O)n3C)cc1
    -3%	5%	-13%
COc1ccc(CNc2nc(SCc3ccccc3Cl)nc3ccccc23)cc1
    u	x	-13%
CCOC(=O)C1CCN(C(c2cc3ccc(C)cc3[nH]c2=O)c2nnnn2C2CCCCC2)CC1 (stereo not drawn)
    u	u	-3%
CCCC1=C(C(=O)OCC)C(c2ccccc2OCC)NC(=O)N1C (stereo not drawn)
    -27%	9%	6%
O=C(Oc1ccccc1C(=O)Oc1ccccc1)c1ccco1
    -13%	11%	-15%
CSCCC(NS(=O)(=O)c1ccc(Cl)cc1)C(=O)N1CCN(c2ccccc2)CC1 (stereo not drawn)
    u	x	-4%
COc1ccc(CCNC(=O)c2ccc(NC(=O)CC3SC(N4CCCCC4)=NC3=O)cc2)cc1OC (stereo not drawn)
    -27%	x	-6%
CCC(CC)C(=O)Nc1ccc(S(=O)(=O)N2CCC(c3nc4ccccc4s3)CC2)cc1
    6%	x	-2%
O=C(Cc1ccc(Cl)cc1)Nc1ccc(C(=O)N2CCOCC2)cc1
    0%	5%	11%
CC(=O)c1ccc(S(=O)(=O)N(C)CC(=O)Nc2ccc(C)cc2)cc1
    -16%	x	-4%
CC(C)(C)OC(=O)N1CCN(C(=O)c2cccnc2Cl)CC1
    -10%	-3%	1%
COCCOC(=O)C1=C(C)N(Cc2ccccc2)C(=O)NC1c1ccc(OC)cc1 (stereo not drawn)
    -26%	15%	-13%
Cc1ccc2c(Cl)cc(Cl)c(OCc3c(C)noc3C)c2n1
    10%	3%	-6%
O=C(CCCn1c(=O)[nH]c2cc(Cl)ccc2c1=O)NCCN1CCN(c2ccccc2)CC1
    23µM*	6%	-1%
COc1cccc(CNC(=O)Cc2ccc(NC3=NC4CS(=O)(=O)CC4S3)cc2)c1 (stereo not drawn)
    3%	-1%	-1%
COc1cc(OC)c(NC(=O)C2=C(C)C(=O)OC23CCCCCC3)cc1Cl
    u	x	-15%
CCc1nnc(NC(=O)NCN2C(=O)C3C4C=CC(C4)C3C2=O)s1 (stereo not drawn)
    -8%	1%	8%
COc1ccc(CCNS(=O)(=O)c2ccc3c(c2)c(=O)n(C)c(=O)n3C)cc1OC
    5%	x	-1%
C=CCOC(=O)/C(=C\c1ccc(OC)cc1)NC(=O)c1ccco1
    -11%	3%	-2%
CC1CN(CCC(=O)Nc2ccc3c(c2)OCO3)CC(C)O1 (stereo not drawn)
    -8%	-3%	-2%
O=C(NCc1ccc(Cl)cc1)c1ccc(Cl)cc1[N+](=O)[O-]
    -22%	-16%	-3%
CC(=O)NCC(=O)N1CCCC(C(=O)c2ccc(-c3ccccc3)c(F)c2)C1 (stereo not drawn)
    5%	2%	8%
CCc1ccc(N2CCn3c2nc2c3c(=O)n(CCCc3ccccc3)c(=O)n2C)cc1
    3%	x	-3%
Cc1ccc2c(COC(=O)c3ccc(NC(=O)CC#N)cc3)cc(=O)oc2c1C
    11%	-1%	-1%
CSc1ccc(CCNC(=O)Cn2ncn3c(cc4ccccc43)c2=O)cc1
    -19%	x	-4%
Cc1ccc(NC(=O)C2COc3ccccc3O2)cc1S(=O)(=O)N1CCOCC1 (stereo not drawn)
    u	x	11%
C=C(C)CN(Cc1ccccc1)C(=S)Nc1ccccc1
    18%	1%	5%
COc1cc(CNCc2ccccn2)ccc1OCc1ccc(Cl)c(Cl)c1
    u	-28%	-23%
O=C(NC1CCCC1)c1noc2c1CCCCC2
    -19%	-13%	-2%
COc1ccc(S(=O)(=O)N2CCOCC2)cc1NC(=O)COC(=O)C1CC2CCCC(C1)C2=O (stereo not drawn)
    2%	-21%	-3%
CC(Sc1nnc(NC2CCCCC2)s1)C(=O)N1CCOCC1 (stereo not drawn)
    -16%	-9%	11%
O=C(N=C1SC2CS(=O)(=O)CC2N1Cc1ccc(Cl)cc1)C1CCCO1 (stereo not drawn)
    -2%	-3%	-3%
Clc1ccc2nc(CSc3nnc(-c4c[nH]c5ccccc45)o3)cn2c1
    -28%	x	0%
Cc1ccc(NC2=NCC(=O)N2Cc2ccc3c(c2)OCO3)cc1
    u	3%	-3%
COc1ccccc1Nc1nc2nonc2nc1N1CCC(C)CC1
    -12%	14%	5%
Oc1c(Cl)cc(Cl)cc1Sc1cc(Cl)cc(Cl)c1O
    u	20%&23%&9%	x
Cc1ccc(C(=O)Nc2nc(-c3ccccn3)cs2)o1
    5.8µM*	1%	-2%
CC(C)N(CCCNC(=O)Cn1ncc2c([nH]c3ccccc32)c1=O)Cc1ccccc1
    -10%&-11%	1%	-5%&15%

Other entries follow.
The line under a structure holds: DT40 TDP1 CPT	N370S GC mod	FEN1 inh
CC(=O)Nc1ccc(S(=O)(=O)N2CCN(c3nc(NC4CCCC4)c4ccccc4n3)CC2)cc1
    u	u	-22%
CCCS(=O)(=O)c1nc(S(=O)(=O)c2ccc(C)cc2)c(NC)s1
    -3%	x	0%
COC(=O)c1c(-c2cccs2)csc1NC(=O)COc1c(C)ccc(C)c1C
    u	x	-23%
Cc1ccc(-n2c(SCC(=O)N/N=C/c3ccc(C)s3)nnc2-c2ccccc2)cc1
    u	-8%	-16%
COc1cc(NC(=O)c2ccc(S(=O)(=O)N(C)c3ccccc3OC)cc2)cc(OC)c1
    18µM*	x	3%
Cc1c(C(=O)N(Cc2ccc(N(C)C)cc2)CC2CCCO2)oc2ccc(Br)cc12 (stereo not drawn)
    u	x	8%
CC(=O)Nc1ccc(NC(=O)CSc2nc3ccccc3nc2N2CCCCC2)cc1
    4%&-18%	2%	2%&-11%
NC(=O)NCC12CC3CC(CC(C3)C1)C2
    5%	12%	-2%
Cc1cc(C)n2nc(C(=O)OCC(=O)NC3CCCCC3)nc2n1
    -2%	-1%	-7%
CC(=O)c1c(C)[nH]c(C(=O)OCC(=O)Nc2ccc3[nH]c(=O)[nH]c3c2)c1C
    3%	-2%	u
CCCn1c(NCc2ccccn2)nc2ccccc21
    -13%	9%	9%
Clc1ccc(-c2csc(NNC3=NCCCCC3)n2)cc1
    u	2%[12.8 µM]	-6%
O=C(Nc1ccc(Cl)c(Cl)c1)Nc1nnc(CSc2ccccc2)s1
    2.6µM*	5%	0%
COc1cccc(CN(CC(=O)NCC2CCCO2)C(=O)CNS(=O)(=O)c2ccccc2)c1 (stereo not drawn)
    3%	x	3%
Cc1ccc2c(c1)N(C(=O)CCC(=O)O)CCO2
    -19%	12%	8%
CCOc1ncccc1C(=O)OCC(=O)NCc1ccc(C(=O)OC)cc1
    1%	x	-5%
COC(=O)c1cc(CNC(=O)c2ccccc2OCc2c(C)noc2C)ccc1OC
    -27%	-2%	25%
CCOC(=O)N1CCN(C(=O)c2ccc(CS(=O)Cc3ccc(C)cc3)o2)CC1 (stereo not drawn)
    -23%	10%	25%
COc1ccc(/C=N/NC(=O)c2c(-c3ccccc3)noc2C)cc1
    1%	16%	0%
O=C(Nc1ccc(F)cc1F)Nc1ccccc1C(=O)NCCN1CCNC1=O
    0%	12%	-7%
Cc1ccc(NC(=O)[C@H](NC(=O)[C@@H]2Cc3ccccc3CN2)c2ccccc2)cc1C
    -20%	u	12%
Cc1ccc(S(=O)(=O)NC2(C(F)(F)F)NC(=O)N(Cc3ccccc3)C2=O)cc1 (stereo not drawn)
    6%	-11%	1%
CCCCCCCOC(=O)C1=C(C)Nc2ncnn2C1c1cccs1 (stereo not drawn)
    u	7%	-12%
COC(c1ccccc1)c1nnc(CCC(=O)NC2C3CC4CC(C3)CC2C4)o1 (stereo not drawn)
    -28%	6%	-3%
COC(=O)c1sc(S(=O)(=O)N2CCCCC2)c(C(=O)OC)c1C
    -15%	4%	0%
S=C(NCc1ccccc1)NCC1COc2ccccc2O1 (stereo not drawn)
    -12%	-29%	-15%
CC(=O)N1CCc2cc(S(=O)(=O)NC(Cc3ccccc3)C(=O)Nc3cc(C)ccc3C)ccc21 (stereo not drawn)
    0%	x	-4%
O=C(O)C1CC=CCC1C(=O)NNc1c(Cl)cc(Cl)cc1Cl (stereo not drawn)
    14%	10%	5%
CCOc1ccc(NC(=O)c2cc3nc(-c4ccc(OC)cc4)cc(C(F)(F)F)n3n2)cc1
    7%	x	-2%
O=C(Cn1c(C(F)(F)F)nc2ccccc21)c1ccc(F)cc1
    -5%	1%	-3%
CCN(CC)C(=O)CSc1nc2sc3c(c2c(=O)n1CCCOC)CCC3
    u	-5%	-7%
COc1cc2c(cc1NS(=O)(=O)c1cccc(C#N)c1)n(C)c(=O)n2C
    21µM*	x	-6%
